# Assay outcomes from PubChem BioAssay.
# 12-LOX inh: ALOX12 (human) lipoxygenase inhibition | P18054 | 580,000 tested, 1.1% active | Potency, µM (series often up to 108 µM), for the others: at the top dose activity change, negative = inhibition, usual class: inhibitors | purified 12hLO, xylenol orange hydroperoxide absorbance; active means well fitted inhibition curve with a large enough effect; inconclusive means small, poorly fitted or top-dose-only effect, or another doubt; inactive means no such curve, though single readings can be large or run the other way
# Target sequence (P18054 whole entry, looked up): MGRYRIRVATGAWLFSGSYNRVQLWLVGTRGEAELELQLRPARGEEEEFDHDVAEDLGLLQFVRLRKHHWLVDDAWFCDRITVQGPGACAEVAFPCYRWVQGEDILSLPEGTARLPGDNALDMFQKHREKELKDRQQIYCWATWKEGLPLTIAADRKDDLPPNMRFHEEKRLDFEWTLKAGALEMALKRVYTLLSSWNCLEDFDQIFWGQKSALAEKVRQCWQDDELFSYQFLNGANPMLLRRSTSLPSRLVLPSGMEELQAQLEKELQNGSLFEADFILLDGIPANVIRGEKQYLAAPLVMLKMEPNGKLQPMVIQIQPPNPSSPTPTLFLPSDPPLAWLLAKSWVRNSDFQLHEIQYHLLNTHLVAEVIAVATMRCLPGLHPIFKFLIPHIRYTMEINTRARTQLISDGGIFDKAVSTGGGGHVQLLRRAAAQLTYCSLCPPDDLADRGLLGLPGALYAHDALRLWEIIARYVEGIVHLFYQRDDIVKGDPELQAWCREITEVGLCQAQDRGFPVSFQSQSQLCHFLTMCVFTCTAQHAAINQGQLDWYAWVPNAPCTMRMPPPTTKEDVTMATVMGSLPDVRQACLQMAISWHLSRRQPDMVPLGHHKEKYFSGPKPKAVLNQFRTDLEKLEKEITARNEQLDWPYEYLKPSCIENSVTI
#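 Purified human 12hLO (150 nM final) in 25 mM Hepes, 0.01% Triton X-100, pH 7.0 was preincubated 15 min at room temperature with compound. Then 40 uM arachidonic acid was added, 30 min. Hydroperoxide was read by Fe-XO absorbance ratio 573/405 nm.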
# * = called active by the depositor; ? = inconclusive; & = joins results of further samples; [ ] = remark or other dose. On the % scale 0 is the no-effect control and ±100 the full control effect; potency means the concentration at half of the fitted maximal effect.
SMILES	12-LOX inh
COc1cc(NC(=O)Cn2c(-c3ccccc3)nc(C)c(CCO)c2=O)cc(OC)c1	-3.5%
CCn1cc(S(=O)(=O)NCC2Cn3cccc3C(=O)N2Cc2ccccc2)cn1 (stereo not drawn)	-0.8%
CC(C)c1ccc(CNC(=O)c2ccc3c(c2)N(C)C2CCCCN2C3=O)cc1 (stereo not drawn)	-4.4%
Cc1cc(Nc2ccccc2F)n2nc(Cc3ccccc3)nc2n1	55.4%[activator]
CN(C)c1cccc(C(=O)N2CCC(n3cc(-c4nc(C5CC5)no4)nn3)C2)c1 (stereo not drawn)	7.4%
CC(=O)N1CCCN(c2ncnc3c2CN(C2CCCNCC2)C(=O)CN3C)CC1 (stereo not drawn)	9.7%[6.33 µM]
O=C1NCCCCCCN(C(=O)c2cccs2)[C@H]2C[C@H](c3nc(Cc4ccccc4)no3)C[C@@H]12	40.9%[activator]
COc1ccc(NS(=O)(=O)c2ccc(-c3cnc(C4CC4)o3)cc2)cc1	40.8%[activator]
O=C(Nc1ccccc1)Nc1ccc(=O)n2c1[C@@H]1C[C@@H](CN(C(=O)COc3ccccc3)C1)C2	?
C1=C(c2ccc3c(c2)CN(Cc2cccn2-c2ncccn2)CCO3)Cc2ccccc21	17.8%
O=C(NCCC1=CCCCC1)C1(CCO)CC12CCOCC2 (stereo not drawn)	33.7%[activator]
CCN(C(=O)C(C)S(=O)(=O)Cc1ccc(F)cc1Cl)c1ccccc1 (stereo not drawn)	-26.0%
O=C(NCCOc1ccccc1)C1CCCN(c2nc3ncccc3o2)C1 (stereo not drawn)	45.5%[activator]
COc1ccccc1-c1nc2nccc(-c3cccnc3)n2n1	4.5%
CC(C)n1nc(C(=O)OCC(=O)Nc2ccccc2Cl)c2ccccc2c1=O	65.8%[activator]
O=C(/C=C/c1ccc(F)cc1)Nc1ccccc1-c1ccccc1	-7.5%
O=S(=O)(c1ccc2ccccc2c1)N(Cc1ccco1)Cc1cccs1	50.1µM*
CC(=O)N(C1CC1)C1CCOC2(CCN(C(=O)c3cn[nH]c3-c3ccccc3)CC2)C1 (stereo not drawn)	4.1%
Cc1ccc(CNC(=O)Nc2ccccc2Cl)cc1	?
Cc1cc(=O)oc2cc(OS(=O)(=O)c3cccc(Cl)c3)ccc12	1.0%

# New compounds follow:
SMILES	12-LOX inh
CN1Cc2nc(Nc3ccccc3F)ccc2OCC1=O	7.1%[176 µM]
Cc1cc(C[C@@H]2COC[C@@H]2NC(=O)c2cc(CC(C)C)nc(N)n2)on1	-14.7%
O=C(Nc1cccc(F)c1)c1nnc(CSCC(=O)N2CCOCC2)s1	-22.8%
CC(C)S(=O)(=O)NCC(=O)N1CCCCCNC(=O)CC1c1ccccc1 (stereo not drawn)	29.7%
CCCn1cc(S(=O)(=O)N[C@@H]2COCC[C@@H]2OCC2CCC2)cn1	13.0%
CCOCCOC1CCN(C(=O)C2(S(=O)(=O)c3ccc(Cl)cc3)CC2)CC1	60.7%[activator]
CC(C)CN(Cc1cccnc1)C1CN(C(=O)Nc2ccccc2F)C1	16.1%
COc1ccc(CNC(=O)COc2ncnc3c(Cl)cc(Cl)cc23)cc1	-3.7%
COc1ccc(C2Cn3nnc(-c4nc(C5CCCCC5)no4)c3CO2)cc1 (stereo not drawn)	29.2%
CCCN1CCCCC(NC(=O)c2ccc(Cl)cc2Cl)C1=O (stereo not drawn)	-5.4%
O=C(CN1CCN(c2ccc(F)cc2)CC1)N1N=C(c2cc3ccccc3o2)CC1c1ccco1 (stereo not drawn)	?
COc1ccccc1OCCNC(=O)CN1CC2CC(C1)[C@H]1CCCC(=O)N1C2 (stereo partly drawn)	-9.5%
COc1cccc(CCC(=O)NCCn2ccn3nc(-c4cccc(OC)c4)cc3c2=O)c1	25.9%
COCCN1CCCCCC(O)c2cc(C(=O)N3CCCCCC3)ccc21 (stereo not drawn)	13.5%
COc1cc(CN2C(=O)C(=O)c3cccc(C)c32)ccc1OCCC(C)C	?
CCc1ccc(NC(=O)N2CCc3cc(S(=O)(=O)N4CCC(C)CC4)ccc32)cc1	-35.0%
CS(=O)(=O)N1CCN(C(=O)C2CC(=O)N(c3n[nH]c4cccc(F)c34)C2)CC1 (stereo not drawn)	45.1%[activator]
O=C(OCc1nc(-c2cccc(Cl)c2)no1)c1ccccn1	?
CC1=C(C(=O)OC(C)C)C(c2ccccc2Cl)CC(=O)N1Cc1cc(F)cc(F)c1 (stereo not drawn)	23.9%
CCOC(=O)c1noc2ncn(Cc3nc(-c4cccc(OC)c4OC)oc3C)c(=O)c12	-3.5%

# Going on with the list:
SMILES	12-LOX inh
CCOC(C(=O)NC(C)CC)(c1ccccc1)c1ccccc1 (stereo not drawn)	-13.0%
Cn1cc(-c2cc(C3=CCOCC3)c3cncn3c2)cn1	21.1%[176 µM]
CCc1ccc(Cl)c(CC)c1NC(=O)C1CC2CCC(C1)C21SCCS1 (stereo not drawn)	2.4%
CC(C)(C)c1coc([C@@H]2COCCN2Cc2cnc[nH]2)n1	12.6%[176 µM]
COCCOC1CN(C2CCN(C(=O)NC(C)C)CC2)C12CCCCC2 (stereo not drawn)	15.2%
CCCCCc1ccc(-c2ccc(C3CCC(CCC)C(C)C3)cc2)nc1 (stereo not drawn)	10.8%
CN(C)c1ccc(CN2CCC3(C2)C(=NC2CCCC2)NC(=O)N3c2cc(F)cc(F)c2)cc1 (stereo not drawn)	11.7%[6.33 µM]
Cc1ccc(OCc2ccc(-c3nc(C#N)c(N4CCC(C(N)=O)CC4)o3)o2)cc1C	-56.3%
O=C(CCC1CCCC1)N1C[C@@H](CO)[C@H](c2ccncc2)C1	49.7%[activator]
CN(Cc1cccs1)C(=O)C1CCC1	6.4%
O=C(CC1CCN(C(=O)c2ccccc2F)C1)NCc1ccccc1 (stereo not drawn)	5.7%
Cc1ccc(C)c(NC(=O)N2CCC(N3CCN(Cc4ccccn4)C(=O)C3=O)CC2)c1	8.5%
CNC(=O)[C@@H]1CN(C(=O)c2ccc3ccccc3n2)C[C@H]1COC	19.1%
COc1ccc2nc(NN=Cc3cccc(C)n3)cc(C)c2c1	0.1%
COc1ccc(OC)c([S+](=O)([O-])c2nnn3c2nc(N2CCOCC2)c2ccccc23)c1	7.9%[6.33 µM]
COc1ccc(-c2cc(N3CCC(NC(=O)c4ccc(C)cc4)C3)n[nH]2)cc1 (stereo not drawn)	-0.7%
Cc1nc(-c2ccccc2)n(CC(=O)Nc2ccccc2)c(=O)c1CCO	6.5%
COc1cccc([S+](=O)([O-])N2CCC3(CC2)CC(=O)c2ccccc2O3)c1	0.5%
Cc1ccc(Sc2ccc(N=CN(C)C)cc2)cc1C	?
Cc1ccsc1-c1[nH]nc2ncc(-c3cccc(CO)c3)nc12	?

# Laid out differently: 4 of the compounds above
SMILES: CN(C)c1ccc(CN2CCC3(C2)C(=NC2CCCC2)NC(=O)N3c2cc(F)cc(F)c2)cc1 (stereo not drawn)
  12-LOX inh = 11.7%[6.33 µM]
SMILES: Cc1ccc(OCc2ccc(-c3nc(C#N)c(N4CCC(C(N)=O)CC4)o3)o2)cc1C
  12-LOX inh = -56.3%
SMILES: O=C(CCC1CCCC1)N1C[C@@H](CO)[C@H](c2ccncc2)C1
  12-LOX inh = 49.7%[activator]
SMILES: CN(Cc1cccs1)C(=O)C1CCC1
  12-LOX inh = 6.4%

# More results follow:
SMILES	12-LOX inh
O=C(c1ccc2nccn2c1)N(Cc1c(F)cccc1Cl)C1CC1	17.2%
Cc1cccc2c(=O)c(-c3ccccc3)c(NC(=O)C(C)C)oc12	-33.2%
COCCn1cc2c(c1-c1ccc(Cl)cc1)c(=O)n(C)c(=O)n2C	?
CCn1c(SCC(=O)Nc2ccc3c(c2)OCCO3)nc2ccsc2c1=O	?
O=C(NCC1CN(CC2CC2)CC12CN(c1ccccc1)C2)c1ccccc1 (stereo not drawn)	31.2%[activator][176 µM]
CCCCn1nc(C(=O)Nc2ccc(Br)cc2F)c2ccccc2c1=O	-11.2%
O=C(CCCc1nc2ccccc2s1)NC1CCCCCCC1	?
CC1Oc2ccc(NC(=O)c3ccc(F)cc3)cc2CN(Cc2ccccc2F)C1=O (stereo not drawn)	27.1%
COc1ccc(CN2C[C@H]3CN(Cc4ccc(OC(F)(F)F)cc4)CCN3C2=O)cc1	-12.4%
O=C(Nc1ccc2c(N3CCCCC3)ncnc2c1)c1cc(F)cc(F)c1	-5.7%
COc1ccc(-c2cc(NC(=O)c3cccc(S(=O)(=O)NCC4CCCO4)c3)ccc2OC)cc1 (stereo not drawn)	-14.8%
Cc1ccc(NC(=O)CN(C)C(=O)c2cc3ccc(F)cc3nc2C)cc1	?
CCOc1ccc(CNCc2c(C(=O)O)c(C)n(Cc3ccccc3Cl)c2C)cc1	?
CCCc1ccc(NC(=O)CC2(C(=O)O)CCCC2)cc1	1.8%
Cc1nn(C)c(C)c1CN(C)C(=O)Cn1nc(C(F)(F)F)c(Cl)c1C	15.4%
O=C(C[C@@H]1O[C@H](CNC(=O)c2ccccc2)[C@@H](O)[C@H]1O)NC1CC1	?
O=C(CCC1CCCC1)N1CCCCCC1CN1CCOCC1 (stereo not drawn)	?
Cc1nc(N)nc(C)c1CC(=O)N1CC[C@@H](NC(=O)c2cccnc2)[C@H](O)C1	37.7%[activator]
COc1cccc(N2C(=O)NC(=NC3CCCCC3)C23CCN(Cc2ccc(N(C)C)cc2)C3)c1 (stereo not drawn)	10.6%[6.33 µM]
COCC(C)NC(=O)Cn1nc(C)c2ccccc2c1=O (stereo not drawn)	-1.8%

# Structures listed so far shown as hits in 12-LOX inh.
SMILES	12-LOX inh
O=S(=O)(c1ccc2ccccc2c1)N(Cc1ccco1)Cc1cccs1	50.1µM*

# (listing goes on)
SMILES	12-LOX inh
CCOc1cc(/C=C(\C#N)c2nc3ccccc3[nH]2)ccc1OC(C)C	?
Cn1ccnc1CNc1nccc(-c2cnn(-c3ccccc3F)c2)n1	89.8%[activator]
CCOC(=O)N1CCN(CC(=O)Nc2oc3ccccc3c(=O)c2-c2ccc(C)cc2)CC1	-2.2%
c1ccc(CCCNc2nccc(-c3ccccn3)n2)nc1	83.0%[activator]
CC(C)C[C@@H](NC(=O)C1=C[C@@H](NC(=O)Nc2ccccc2Br)[C@@H](O)[C@H](O)C1)C(N)=O	63.1%
CN1CCN(c2ncnc3c2c(-c2ccccc2)cn3-c2cccc(Cl)c2)CC1	-17.7%
Cn1c(=O)c2[nH]c(NCc3ccc4c(c3)OCO4)nc2n(C)c1=O	-1.1%
COc1cc(CN2C[C@@H]3C(=O)N(CCc4ccccc4)C(=O)[C@@H]3C2)cc(OC)c1	20.9%
CCN1C(=O)S/C(=C/c2cn(C(C)C)c3ccccc23)C1=O	2.5%
COCCNC(=O)c1ccc2c(c1)N(C)C(CC(=O)N1CCC(C)CC1)CO2 (stereo not drawn)	48.3%[activator]
Cc1nc(CCNC(=O)C(C)(C)C)no1	47.2%[activator]
COc1ncccc1-c1cc(-c2ccc(=O)[nH]c2)c2cncn2c1	-10.8%[176 µM]
CCn1nc(C)cc1S(=O)(=O)N[C@@H]1COCC[C@@H]1OCc1ccccc1	73.9%[activator]
Cc1nnc(-c2cc(-c3ccc(CO)cc3)ccn2)n1CCN1CCOCC1	-23.0%[176 µM]
Cc1cccc(C(C)C)c1NC(=O)c1cccs1	7.5%
CSc1ccccc1NC(=O)/C=C\C(=O)O	?
O=C(/C=C/N(c1ccccc1)c1ccccn1)C(F)(F)F	-22.1%
O=C(c1cc(F)ccc1F)N1CCCC(n2cc(-c3nc(C4CC4)no3)nn2)C1 (stereo not drawn)	5.5%
O=C(NCCc1ccccc1)N1CCC(Oc2ncccc2C(=O)N2CCOCC2)C1 (stereo not drawn)	6.0%
COc1ccc(-c2cc3ccc(OCC(=O)NCCN(C)C)cc3oc2=O)cc1OC	-33.4%

# Further structures follow.
SMILES	12-LOX inh
O=C(NCC1CC1)c1cc(Br)cn2ccnc12	25.5%&16.7%[176 µM]
Cc1c(CN(C)C(=O)c2cc(COc3ccccc3F)[nH]n2)cnn1C	29.5%
CC1=C[C@@H](CNC(=O)NC2CCCCC2)[C@H](C(C)C)C[C@H]1Cc1nc2ccc(C)cc2[nH]1	15.1%[176 µM]
O=C(Nc1cccc(N2CCCC2=O)c1)C1CCN(S(=O)(=O)c2cc(Cl)ccc2Cl)CC1	-20.9%
CNCc1ccc(-c2ccccc2)o1	-12.7%
COCc1ccc2c(c1)c(OC(C)(C)C(=O)NCCN1CCOCC1)nn2CCC(C)C	61.4%[activator]
Fc1ccc(N2CCN(Cc3ccc4c(c3)CN(Cc3cccn3-c3ncccn3)CCO4)CC2)cc1	2.6%
COc1ccccc1-c1ccc(C(=O)N(C)C(C)c2ccon2)c(N2CCN(c3ccccc3F)CC2)n1 (stereo not drawn)	24.3%
CN(C)[C@H]1CCCCN(C(=O)CC2CCN(Cc3ccccc3)CC2)C1	2.0%
CCCNc1cc(N2CCC(CCC(=O)Nc3cccc(C)c3)CC2)ncn1	?
O=c1cc(CN2CCCCC2c2ccccn2)[nH]c2ccc(F)cc12 (stereo not drawn)	7.94µM*
CCCc1cc(C(=O)N2CC(=O)N(CC(C)C)CC(OCc3ccccc3F)C2)n(C)n1 (stereo not drawn)	42.0%[activator]
CC(C)Cc1cc(-c2nn3c(-c4ccccn4)nnc3s2)n(C)n1	4.0%
COc1cccc(CCC(=O)N2CCC(c3n[nH]c(=O)n3-c3ccccc3)CC2)c1	-16.4%
CCCn1c(C)cnc1CC1CCCN(S(=O)(=O)c2cccs2)C1 (stereo not drawn)	34.7%
CCCCS(=O)(=O)N[C@@H]1CN(c2ncccn2)C[C@H]1CN(C)C	42.3%[activator]

# An excerpt; rates above refer to the full screens.
